Compound activity deposited in PubChem BioAssay by NMMLSC.
Myeloid diff MLP: induction of myeloid progenitor differentiation, primary screen, cell-based, flow cytometry, MLPCN library; ER-HoxA9 myeloid progenitors, lysozyme-GFP differentiation; calls only at 10 µM; 360,000 tested, 1% active;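 active means normalized GFP-positive differentiation at or above the plate's own cutoff, the solvent-only control mean plus 3 SD; inconclusive means no clear call, values can overlap the other calls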;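 further: cells exposed to compound for four days before flow analysis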
Myeloid diff MLP GFP+ MAC1+ %: second read-out of Myeloid diff MLP, no call of its own (marks repeat the call); GFP+ MAC1+ double positive, %; measured here: differentiation confirmed by MAC1 staining
Numbers without * were called inactive; i = inactive; ? = inconclusive; · = no result given; + = active, no number. Not all compounds are listed; rates above refer to the full screens.

Every second line gives: Myeloid diff MLP, Myeloid diff MLP GFP+ MAC1+ %
Cc1cc(C(=O)N2CCN(c3ccccc3Cl)CC2)c(C)o1
→ i, 1.0
COc1ccc(NC(=O)N(C)C[C@H]2OCc3cnnn3CCCC(=O)N([C@@H](C)CO)C[C@H]2C)cc1
→ i, 1.0
COc1ccc(S(=O)(=O)N(C)C[C@H]2Oc3ccc(NC(=O)NC4CCCCC4)cc3C(=O)N([C@H](C)CO)C[C@@H]2C)cc1
→ i, 1.3
COc1ccc(-n2c(=O)c(CCC(=O)N3CCN(c4cccc(OC)c4)CC3)nc3ccccc32)cc1
→ i, 1.0
Cc1ccsc1C(=O)N1CCC1(C)C(=O)NCCC#N (stereo not given)
→ i, 0.8
CN(CC(=O)O)C(=O)c1ccccc1
→ i, 4.3
O=C(OCC(=O)N1CCCCCC1)c1cc(S(=O)(=O)N2CCOCC2)ccc1F
→ i, 0.4
COc1cccc(C2=Cc3ccc(F)cc3C(CC(C)=O)N2c2ccc(-c3cc(OC)c(OC)c(OC)c3)cc2)c1 (stereo not given)
→ i, 0.9
COc1ccc(C(C)(NC(C)=O)c2nc(-c3cccc(F)c3)cs2)cc1 (stereo not given)
→ i, 1.2
Cc1ccc(-c2nnc(NC(=O)CCS(=O)(=O)c3ccccc3)o2)c(C)c1
→ i, 0.8
C[C@@H](c1ccccc1)N1C[C@H](COCc2ccccc2)Oc2cc(N3CC[C@H](N(C)C)C3)ccc2S1(=O)=O
→ i, 0.8
COCCN1C(=O)CSCC1(C)C(=O)Nc1c(C)cccc1C (stereo not given)
→ i, 3.1
CCOC(=O)C1(C)CCN1C(=O)c1cccnc1Oc1ccccc1 (stereo not given)
→ i, 0.8
CC(=O)NC12CC3CC(C1)CC(C(=O)Nc1ccc(C)c(S(=O)(=O)N4CCCCCC4)c1)(C3)C2
→ i, 0.8
O=C(CC(CC(=O)c1ccccc1)c1ccco1)c1ccccc1
→ i, 0.7
N#C/C(=C/C1=C(N2CCOCC2)C(=C/c2ccc(Cl)cc2)/CC1)C(=O)Nc1ccccc1F
→ +, 26*
CC(C)C[C@H]1CN(CCCC[C@H]2CNC(=O)C(=O)N2CCc2ccc(O)cc2)C(=O)C(=O)N1CCc1ccccc1
→ i, 0.8
Cc1cc(C(=O)OCC(=O)NC2CCCCC2C)c2ccccc2n1 (stereo not given)
→ i, 1.0
O=C(O)COc1ccccc1C=NNC(=O)c1ccc(NS(=O)(=O)c2cccs2)cc1
→ i, 0.7
Cc1ccc(-c2nc(SC(C)C(=O)NC3CC3)n[nH]2)cc1 (stereo not given)
→ i, 1.1
C#CC1(NC(=S)Nc2cccc(OC)c2)CCCCC1
→ i, 0.3
CC(Cc1ccccc1)=NNS(=O)(=O)c1ccc([N+](=O)[O-])cc1
→ i, 1.0
O=C(NNC(=O)c1ccccn1)c1ccc(OC(F)F)cc1
→ i, 1.1
CC(C)(C)OC(=O)C[C@H]1C/C=C\C[C@@H](CC(=O)N[C@@H](CO)Cc2ccccc2)C(=O)NC[C@@H](c2ccccc2)OC1=O
→ i, 1.1
O=C(Cc1ccc2ccccc2c1)NC(Cc1ccccc1)C(=O)O (stereo not given)
→ i, 1.5
COC(=O)[C@H](Cc1ccccc1)NC(=O)/C=C/[C@H]1O[C@@H](n2ccc(=O)[nH]c2=O)[C@H](O)[C@@H]1O
→ i, 1.4
CC1(Cc2cc(Cl)ccc2C(F)(F)F)C(=O)Nc2ccc(S(=O)(=O)NC3CCCCC3)cc21 (stereo not given)
→ i, 0.5
NC(=S)NN=C1CCCCCCCCCC1
→ ?, ·
C#CC(C)OCC1CNC(=S)O1 (stereo not given)
→ i, 0.4
CC(C)(C)OC(=O)CNC(=O)c1[nH]cnc1C(=O)NC1CCNCC1
→ i, 2.5
N#Cc1c2c(c(Nc3ccc(F)cc3)n3c1nc1ccccc13)CCCC2
→ i, 8.2
O=C(CCSCCC(=O)NN=Cc1ccccc1)NN=Cc1ccccc1
→ i, 0.7
CC(=O)Nc1cccc(-c2csc(C(O)c3ccccc3)n2)c1 (stereo not given)
→ i, 1.1
Cc1ccc(NC(=O)COC(=O)c2ccc(S(=O)(=O)N3CCCC3)cc2)cc1
→ i, 0.2
N#Cc1ccc(C(C(=O)NCc2ccccc2)n2c(=O)c(-c3cc4ccccc4[nH]3)nc3ccccc32)cc1 (stereo not given)
→ i, 7.7
CCCNC(=O)C1(C)CCCN(C(=O)Cc2ccc(OC)cc2)C1 (stereo not given)
→ i, 0.7
CCNC(=O)C1(C)CCCN(CC(=O)c2ccccc2OC)C1 (stereo not given)
→ i, 0.4
O=C1Nc2ccccc2C(=O)N(Cc2ccccc2)C1C(=O)NC1CC1 (stereo not given)
→ i, 0.8
O=C(NCc1cccnc1)c1cc(C2CCCN(S(=O)(=O)c3ccccc3)C2)on1 (stereo not given)
→ i, 1.5
CCOC(=O)N(C)c1c(CC)nc2c(OCc3cc(Cl)cc(Cl)c3)cccn12
→ i, 0.4
Cc1ccc(S(=O)(=O)N2CCCCC2)cc1NC(=O)c1ccc(=O)[nH]c1
→ i, 0.8
Cc1ccc(S(=O)ONc2cccc(NOS(=O)c3ccc(C)cc3)c2)cc1 (stereo not given)
→ i, 0.1
O=C(c1ncn2c1c(=O)[nH]c1ccccc12)N1CCc2ccccc2C1
→ i, 1.0
COc1ccc(-c2cccc3c2NC(=O)C3=O)cc1OC
→ i, 0.5
Cc1ccc(F)c(S(=O)(=O)NC(=O)C2(C)CCN2C(=O)CC2CCCCC2)c1 (stereo not given)
→ i, 1.0
C[C@H](CO)N1C[C@H](C)[C@H](CN(C)C(=O)Nc2ccc(F)cc2)OCc2ccccc2-c2c(n(C)c3ccccc23)C1=O
→ i, 2.0
CC(C)c1ccc(CN2CCC2(C)C(=O)Nc2ccc3c(c2)OCO3)cc1 (stereo not given)
→ i, 1.0
CCCCN1CC(COCc2ccccc2)Oc2cccc(NCc3ccc(OC)cc3)c2S1(=O)=O (stereo not given)
→ i, 0.7
O=C1C=CC(=Nc2ccc3c(c2)Cc2ccccc2-3)O1
→ i, 0.7
C[C@H](CO)NC(=O)c1nc[nH]c1C(=O)N[C@H](C)c1ccccc1
→ i, 1.2
CCc1ccc(/C=C2\SC(=S)N(CCCC(=O)N3CCN(C)CC3)C2=O)cc1
→ i, 1.5
CCCn1c(N)c(C(=O)CSc2nc(C3CC3)n(-c3ccccc3)n2)c(=O)[nH]c1=O
→ i, 0.3
COc1ccc(/C=C2\SC(=S)N(CCCC(=O)N3CCN(C)CC3)C2=O)cc1OC
→ i, 1.5
C=CC[C@@H](CC(=O)N[C@H](CO)Cc1ccccc1)C(=O)NCCOC(=O)[C@@H](CC=C)CC(=O)OC(C)(C)C
→ i, 0.8
Cc1nc2ccccc2nc1-c1ccc([N+](=O)[O-])cc1
→ i, 0.9
Cc1ccc(C(=O)NCC(=O)OCC(=O)NC(C)C2CC3CCC2C3)cc1 (stereo not given)
→ i, 1.7
CSc1ccccc1NC(=O)CN(C)C(=O)COc1cccc2cccnc12
→ i, 1.5
COc1ccc(NS(=O)(=O)c2cccc3ccccc23)cc1
→ i, 0.4
CCN(CC)c1ccc(/C=N/NC(=O)c2nnn(-c3nonc3N)c2CN(C)C2CCCCC2)cc1
→ i, 1.8
COc1ccc(CC(N)c2csc(NC(=O)Nc3ccccc3Cc3ccccc3)n2)cc1 (stereo not given)
→ i, 0.6

The results go on:
Every second line gives: Myeloid diff MLP, Myeloid diff MLP GFP+ MAC1+ %
CNS(=O)(=O)c1ccc2c(c1)[nH]c(=S)n2C
→ i, 1.2
CCc1nc2ccc(C(=O)NCCc3ccccn3)cn2c1N(C)Cc1cccs1
→ i, 1.1
CCc1nc2c(OC)cccn2c1N(C)C(=O)c1ccccc1F
→ i, 0.4
COC(=O)c1ccc2c(c1)S(=O)(=O)NC2C (stereo not given)
→ i, 0.8
COc1ccccc1S(=O)(=O)N1CCNC(=O)C1
→ i, 0.6
O=C(N1CCOCC1)C12OC3CC(CC(C3)O1)O2
→ i, 1.9
Cc1cc(C(=O)OCC(=O)Nc2ccccc2Br)c(C)o1
→ i, 0.9
O=c1oc2ccccc2c2c1cnc1ccccc12
→ i, 0.8
Cc1cc(C)n(CC(=O)NNC(=O)c2cncc(Br)c2)n1
→ i, 1.5
Cn1c(CC(O)c2nc3ccccc3n2C)nc2ccccc21 (stereo not given)
→ i, 0.5
CC1(C)OC(=O)C2=C(C[C@@H](C3CCCCC3)O[C@H]2c2ccc(F)cc2)O1
→ i, 0.3
COc1ccc(C(=O)Nc2ccc(S(=O)(=O)N3CCOCC3)cc2)cc1
→ i, 0.5
COc1ccc(-c2noc(CCCCC(=O)N3CCN(c4cc(C)ccc4C)CC3)n2)cc1
→ i, 0.8
CSCCC(NC(=O)c1ccccc1)C(=O)N1CCN(C(=O)c2ccccc2)CC1 (stereo not given)
→ i, 2.1
Cc1nc(NC(=O)C(C)(C)C)sc1C(=O)Cn1cc(CCCC#N)nn1
→ i, 0.8
CN(Cc1ccccc1)C(=O)c1ccc(NC(=O)Cc2ccc(NC(=O)C3CCN(S(=O)(=O)c4cccc([N+](=O)[O-])c4)CC3)cc2)cc1
→ i, 0.0
CCCS(=O)(=O)NC(=O)C1(C)CCN(C(=O)C2(c3ccc(Cl)cc3)CCCC2)C1 (stereo not given)
→ i, 0.9
CC(=O)Nc1ccc(NC(=O)C2(C)Cc3c(-c4cccc(C(N)=O)c4)ccnc3O2)cc1 (stereo not given)
→ i, 0.7
c1ccc(CN2CCOCC2)nc1
→ i, 0.5
N#Cc1ccccc1S(=O)(=O)N1CCN(CC(=O)Nc2ccnn2C2CCCC2)CC1
→ i, 0.2
CC(=O)c1c(C)[nH]c(C(=O)COC(=O)c2cccs2)c1C
→ i, 0.4
O=C(C[C@H]1C/C=C\C[C@H](NC(=O)OCC2c3ccccc3-c3ccccc32)C(=O)OC[C@H]2CCCN2C1=O)NCCO
→ i, 1.6
C[C@]12CC[C@H](O)CC1=CCC1C2CC[C@@]2(C)C1CCC21OCCO1 (stereo not given in full)
→ i, 1.0
COc1ccc(S(=O)(=O)N2CCN(C(=O)c3cc4c(s3)CCC4)CC2)cc1
→ i, 1.1
c1cnc2nc3c4ccccc4c4ccccc4c3nc2c1
→ +, 14*
COc1ccc(OC)c(NC(=O)C2(C)CCN2Cc2ccc(SC)cc2)c1 (stereo not given)
→ i, 1.0
C[C@@H]1CN([C@H](C)CO)C(=O)c2cc(NS(=O)(=O)c3ccc(F)cc3)ccc2O[C@@H]1CN(C)Cc1ccc(Cl)c(Cl)c1
→ i, 1.6
Oc1ccc(C=NNC(=S)Nc2cccnc2)nc1
→ i, 1.2
Cc1nc(SCCc2nc3ccccc3[nH]2)c2oc3ccccc3c2n1
→ i, 0.8
COc1ccc(C(=O)C=Cc2cccs2)c(O)c1
→ i, 0.2
C[C@H]1CN([C@@H](C)CO)C(=O)c2cc(Br)cnc2O[C@H]1CN(C)C(=O)Cc1ccccn1
→ i, 1.1
COc1ccc(-c2ccc3nncn3c2)cn1
→ i, 0.6
Cc1cccc([C@H]2[C@@H]3C=CCC[C@@H]3C(=O)N2Cc2ccccc2)c1
→ i, 2.3
CC[C@@H]1Cc2[nH][nH]c(=O)c2[C@H](c2ccc(Cl)cc2)O1
→ i, 0.3
CNc1ncnc2c1ncn2[C@H]1CN(Cc2ccc(-c3ccccc3)cc2)C[C@@H](CO)O1
→ i, 0.3
CNc1cccc(-c2ccc(C(C)=O)s2)n1
→ i, 0.3
CC(C)C[C@H]1CN([C@@H](CC(C)C)CN2CCCC2CN2C(=S)NC[C@@H]2Cc2ccccc2)C(=S)N1CC1CCCCC1 (stereo not given in full)
→ i, 1.1
O=C(COC(=O)Cc1ccc(Cl)cc1)NCc1ccco1
→ i, 0.9
O=C1N(c2ccccc2)c2ccccc2[C@]12C[C@H](O)CO2
→ i, 4.5
CC(C)[C@H](NC(=O)OCc1ccccc1)C(=O)OCC(=O)c1ccccc1
→ i, 0.5
CC1(C)Oc2cc3oc(=O)ccc3cc2C[C@@H]1O
→ i, 0.8
CC(C)(C)NC(=O)C1c2ccccc2OCC(=O)N1C1CC1 (stereo not given)
→ i, 0.1
CCN(CC)S(=O)(=O)c1ccc(N2CC(C(=O)NCc3ccco3)CC2=O)cc1 (stereo not given)
→ i, 2.0
O=[N+]([O-])c1ccccc1N=Nc1ccc(O)cc1O
→ i, 0.6
CC(=O)OCC(=O)C1(O)CCC2C3CCC4=CC(=O)C=CC4(C)C3C(=O)CC21C (stereo not given)
→ i, 1.1
NS(=O)(=O)c1cnccc1Nc1cccc(Br)c1
→ i, 0.7
Cc1ccc(NC(=O)CN2C(=O)NC3(CCCCC3)C2=O)cc1S(=O)(=O)N1CCOCC1
→ i, 0.7
COc1ccccc1N1CCN(C2C(=O)Nc3ccccc3-n3nnnc32)CC1 (stereo not given)
→ i, 1.7
